mABHD4 FP: inhibits mouse alpha/beta hydrolase domain 4; Q8VD66; 370,000 tested, 0.54% active; purified mABHD4, FP-Rh probe fluorescence polarization; inhibition, % at 8.92 µM;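 active means inhibition exceeding the mean over every tested compound plus 3 SD, cut at about 30% in these data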;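 further: 0% = plate median of compound wells and 100% = S159A mutant with DMSO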
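Assay system: wild-type mouse ABHD4 protein; compound: single nominal dose of 8.92 µM, 0.89% DMSO final; schedule: 45 min + 60 min at 25 °C; measured by: FP readout, ex 525 nm / em 598 nm; evaluation: % inhibition of FP-Rh probe binding versus controls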
TCR-CD3 inh: inhibitors of human TCR-CD3 interaction; TAMRA-labeled TCR probe fluorescence, biochemical; inhibition, % at 9.4 µM; 360,000 tested, 0.37% active; AID 651800; in the data active means inhibition above about 19%;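 further: recombinant mutant TCR 2C K166C tagged with TAMRA read by polarization; 0% = receptor in buffer alone and 100% = receptor with positive control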
SIAE inh: human SIAE inhibition, primary screen | SIAE FP-Rh probe binding, fluorescence polarization | AID 1053197 | inhibition, % at 9.66 µM | 370,000 tested, 0.69% active;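 active means inhibition above a cutoff: mean of compounds within the control limits plus 3 SD of those, cut at about 17% in these data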;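 further: 0% = plate median of compound wells and 100% = probe without SIAE protein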
NPR1 activator: GC-A (human) enzyme activation. activation, % at 10 µM. HEK293 GC-A cells, cGMP TR-FRET, EC30 ANP; 0% at EC30 ANP, 100% saturating ANP. 370,000 tested, 0.14% active. P16066; in the data active means activation above about 40%
HTRA1 inhibitor: blocks human HTRA1 serine peptidase; Q92743; recombinant HTRA1, FP-rhodamine activity-based probe, fluorescence polarization; inhibition, % at 5.96 µM; 340,000 tested, 0.5% active; in the data active means inhibition above about 36%;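 further: 0% = enzyme with DMSO and 100% = wells lacking enzyme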
Target sequence (Q92743 whole entry, looked up): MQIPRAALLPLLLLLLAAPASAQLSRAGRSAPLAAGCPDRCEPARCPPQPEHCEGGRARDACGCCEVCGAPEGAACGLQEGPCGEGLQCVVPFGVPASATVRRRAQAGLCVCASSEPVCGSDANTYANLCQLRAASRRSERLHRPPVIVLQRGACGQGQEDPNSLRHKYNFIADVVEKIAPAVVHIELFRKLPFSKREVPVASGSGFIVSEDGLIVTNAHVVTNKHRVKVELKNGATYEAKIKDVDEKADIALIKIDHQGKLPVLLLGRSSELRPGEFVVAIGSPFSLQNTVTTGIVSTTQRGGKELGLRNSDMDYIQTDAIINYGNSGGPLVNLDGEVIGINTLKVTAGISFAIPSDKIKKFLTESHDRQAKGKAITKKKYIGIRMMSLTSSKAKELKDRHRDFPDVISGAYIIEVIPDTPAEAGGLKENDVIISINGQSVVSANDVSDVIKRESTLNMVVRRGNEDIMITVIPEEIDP
UHRF1 MBD2 ctr: blocks human UHRF1 binding to methylated DNA; Q96T88; UHRF1 binding to methylated oligo, TR-FRET; inhibition, % at 4.4 µM; 370,000 tested, 0.75% active; AID 687016; in the data active means inhibition above about 21%;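 further: UHRF1 SRA domain binding a hemimethylated CpG hairpin DNA probe; 0% = median of test compound wells and 100% = reference inhibitor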
PRMT1 inh: blocks human protein arginine methyltransferase 1 | 370,000 tested, 1.3% active | AID 652257 | inhibition, % at 2.79 µM | recombinant PRMT1, activity-based probe fluorescence polarization | Q99873;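 active means inhibition above about 21% made by adding two undisclosed values, limit read from the data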
Target sequence (Q99873 whole entry, looked up): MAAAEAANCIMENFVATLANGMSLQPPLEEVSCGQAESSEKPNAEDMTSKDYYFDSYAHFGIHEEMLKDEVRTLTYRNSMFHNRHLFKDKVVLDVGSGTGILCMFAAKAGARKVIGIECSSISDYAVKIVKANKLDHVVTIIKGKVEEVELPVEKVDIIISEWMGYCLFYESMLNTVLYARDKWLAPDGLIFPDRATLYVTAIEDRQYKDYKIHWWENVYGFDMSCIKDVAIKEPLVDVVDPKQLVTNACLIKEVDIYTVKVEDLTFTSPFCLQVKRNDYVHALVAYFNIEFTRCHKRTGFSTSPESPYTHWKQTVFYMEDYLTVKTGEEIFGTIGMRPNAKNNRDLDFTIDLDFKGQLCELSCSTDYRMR
rCAG RNA binder: binds r(CAG) RNA repeats; r(CAG) RNA repeat, TO-PRO-1 dye displacement fluorescence; inhibition, % at 3 µM; 370,000 tested, 1.3% active; AID 651821;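 active means inhibition above the plate cutoff, the mean of all test compounds on that plate plus 3 SD, cut at about 35% in these data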;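 further: 0% = DMSO alone and 100% = 100 µM mitoxantrone as full dye displacement; higher means more dye released from RNA so lower well fluorescence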
GC-B act: GC-B (human) receptor activation; P20594; 370,000 tested, 0.11% active; HEK293-GC-B cells, CNP EC30, cGMP TR-FRET; 0% at EC30 CNP, 100% saturating CNP; activation, % at 10 µM;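 active means activation at 10 µM reaching about 35% in either raw or pattern-adjusted values, limit read from the data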
MBD2 DNA inh: blocks human MBD2 binding to methylated DNA. Q9UBB5. inhibition, % at 4.4 µM. TR-FRET, MBD2 binding to methylated oligonucleotide. AID 686964. 370,000 tested, 0.31% active; in the data active means inhibition above about 13%
The depositor's hits bear a star; / = no result given.

The opening two entries, ahead of the listing:
| nr | Compound | mABHD4 FP | rCAG RNA binder | NPR1 activator | UHRF1 MBD2 ctr | TCR-CD3 inh | PRMT1 inh | MBD2 DNA inh | HTRA1 inhibitor | GC-B act | SIAE inh |
| --- | --- | --- | --- | --- | --- | --- | --- | --- | --- | --- | --- |
| 1 | CCn1c(C)nc2cc(C(=O)NNS(=O)(=O)c3ccccc3F)ccc21 | 13 | 0 | 5 | 1 | 5 | 3 | 5 | -4 | 3 | -3 |
| 2 | COc1ccc(-n2nnnc2-c2ccc(S(C)(=O)=O)cc2Cl)cc1 | -5 | 16 | 1 | 24* | 5 | 4 | 13* | -3 | -1 | 5 |

The list itself, previewed entries included:
| nr | Compound | mABHD4 FP | rCAG RNA binder | NPR1 activator | UHRF1 MBD2 ctr | TCR-CD3 inh | PRMT1 inh | MBD2 DNA inh | HTRA1 inhibitor | GC-B act | SIAE inh |
| --- | --- | --- | --- | --- | --- | --- | --- | --- | --- | --- | --- |
| 1 | CCn1c(C)nc2cc(C(=O)NNS(=O)(=O)c3ccccc3F)ccc21 | 13 | 0 | 5 | 1 | 5 | 3 | 5 | -4 | 3 | -3 |
| 2 | COc1ccc(-n2nnnc2-c2ccc(S(C)(=O)=O)cc2Cl)cc1 | -5 | 16 | 1 | 24* | 5 | 4 | 13* | -3 | -1 | 5 |
| 3 | COc1ccc(NC(=O)C2(C)Cc3c(-c4ccc(C(N)=O)cc4)ccnc3O2)cn1 (stereo unspecified) | 1 | 0 | 0 | 0 | 6 | 0 | -4 | / | 0 | 11 |
| 4 | CC(C)(C)c1ccc(C(CC(=O)O)NC(=O)CCCc2ccccc2)cc1 (stereo unspecified) | -6 | 23 | 1 | 2 | 3 | -2 | 2 | -3 | 2 | -11 |
| 5 | CS(=O)(=O)N(CC(=O)Nc1ccccc1C(=O)N1CCOCC1)c1cccc(F)c1 | -2 | -3 | 7 | 1 | 9 | 3 | -2 | 6 | 3 | -6 |
| 6 | COc1ccc(OCC(=O)Nc2ccc3c(c2)nc(CN2CCN(C(C)=O)CC2)n3C)cc1 | -5 | -4 | 3 | 0 | -8 | 2 | 0 | -5 | 4 | 6 |
| 7 | Cc1ccc(S(=O)(=O)NNC(=O)Nc2ccc(Cl)cc2)cc1 | -7 | 0 | 0 | 2 | 4 | 0 | 0 | 5 | -1 | -3 |
| 8 | COc1ccccc1CN1CC(C(=O)NCCc2ccc(Cl)cc2)CC1=O (stereo unspecified) | 4 | -4 | 0 | -1 | 7 | -1 | -5 | 4 | 2 | 8 |
| 9 | Cc1cccn2c(=O)nc(SCC(=O)N3CCC(Cc4ccccc4)CC3)nc12 | 0 | -5 | 0 | -1 | 2 | -2 | 1 | -12 | 4 | 2 |
| 10 | COc1ccc(Cl)cc1NC(=O)CN1C(=O)C(=O)N(C2CCCC2)C1=O | 7 | 20 | -3 | -1 | -3 | -1 | 4 | -1 | 2 | -6 |
| 11 | Cc1ccc(F)cc1C(=O)N1CCCC(c2cc(C(=O)Nc3ccccc3Cl)no2)C1 (stereo unspecified) | -2 | 0 | 5 | 16 | 2 | -1 | 1 | / | -3 | 1 |
| 12 | COc1ccc(C(C(=O)NC2CCCC2)N(C(=O)c2ccoc2C)c2ccc(C)cc2)cc1 (stereo unspecified) | -1 | -6 | -21 | 1 | -3 | -3 | -1 | -7 | -10 | -1 |
| 13 | CCc1ccc(S(=O)(=O)N/N=C(/C)c2ccncc2)cc1 | -2 | 1 | 2 | 0 | 3 | 8 | 0 | 4 | -3 | 3 |
| 14 | Cc1cccc(C(=O)OCC(=O)N2c3ccccc3CC2C)c1C (stereo unspecified) | 1 | 1 | 3 | 3 | -1 | 3 | 4 | -14 | 3 | 1 |
| 15 | CN(C1CCCCC1)S(=O)(=O)c1ccc(S(=O)(=O)N2CCN(CCC#N)CC2)cc1 | 1 | -2 | 5 | 2 | -3 | 3 | 4 | 7 | 0 | -6 |
| 16 | N#Cc1ccc(C23CC4(C2)[C@H](CN(Cc2ccc(-c5ccccc5)cc2)[C@@H]4c2ccccc2)C3c2ccc(Cl)nc2)cc1 (stereo partly specified) | -7 | 15 | -4 | 7 | -1 | -2 | -3 | -23 | -8 | -9 |
| 17 | CCCC(C(=O)NCc1ccco1)N(C(=O)CNS(=O)(=O)c1ccc(Cl)cc1)C1CCCC1 (stereo unspecified) | -6 | -2 | -16 | 4 | 1 | -1 | -3 | -7 | -17 | -3 |
| 18 | Cc1occc1C(=O)NC1CCCN(Cc2ccc(CC(C)C)cc2)C1 (stereo unspecified) | 0 | -8 | 1 | -1 | 4 | -1 | -1 | -14 | 2 | 7 |
| 19 | Cc1ccc(CCNC(=O)CN2C(=O)COc3ccc(S(=O)(=O)N4CCC(C)CC4)cc32)cc1 | -17 | -1 | -20 | -1 | 4 | -1 | -1 | -4 | -6 | 8 |
| 20 | O=C1NC[C@H](Cc2ccc(O)cc2)N(CCc2cccc3ccccc23)C1=O | -5 | 5 | 0 | 2 | -6 | 2 | 1 | 3 | -2 | 3 |
| 21 | O=C(CN(CC1CCCO1)C(=O)CNS(=O)(=O)c1ccc(Cl)cc1)NCCc1ccccc1 (stereo unspecified) | -5 | -2 | 1 | 1 | 1 | 0 | 1 | 4 | -4 | -5 |
| 22 | CSC1=NCCN1C(=O)Cc1ccc(-c2ccccc2)cc1 | -7 | 2 | 6 | 10 | 2 | -2 | 5 | -7 | -3 | 1 |
| 23 | Cc1ccc(C(=O)CSc2ccccn2)cc1 | -6 | 0 | -9 | 3 | 4 | 61* | -4 | -1 | 2 | 6 |
| 24 | CC1=NN(c2ccccc2)C(c2ccco2)C1 (stereo unspecified) | 4 | 1 | 5 | -1 | 4 | 2 | -2 | 2 | -2 | -1 |
| 25 | O=c1oc(-c2ccc(Cl)c(Cl)c2)nn1-c1ccc(C(F)(F)F)cn1 | 4 | -4 | 0 | 0 | -2 | 0 | 1 | / | 3 | -2 |
| 26 | C[C@H]1COC(=O)[C@H](Cc2ccc(F)cc2)CC/C=C/C[C@@H](CC(=O)N[C@@H](CO)Cc2ccccc2)C(=O)N1 | 3 | 0 | 3 | -1 | 3 | 0 | 1 | 3 | 0 | -1 |
| 27 | O=C(O)C1=C(OCc2ccccc2)C(=O)NCC1 | 8 | -1 | 4 | 0 | -3 | -1 | -1 | -6 | 2 | -3 |
| 28 | CC1CC(C)CN(C(=O)CSc2n[nH]c(N)n2)C1 (stereo unspecified) | 0 | 2 | 2 | -3 | 2 | 5 | 4 | -1 | 1 | -8 |
| 29 | CCOC(=O)Cc1csc(Nc2c(C)n(C)n(-c3ccccc3)c2=O)n1 | -3 | -2 | -6 | -2 | 7 | 0 | 2 | 0 | 0 | 1 |
| 30 | CC1(C)N=C(SCC(=O)Nc2ccc(Cl)cc2)C(c2ccccc2)=N1 | -10 | -6 | 5 | -3 | 0 | 7 | 1 | -16 | 5 | -1 |
| 31 | CC(=O)c1ccc(OCc2cc(C(=O)NC(C)Cc3ccccn3)no2)cc1 (stereo unspecified) | 4 | 0 | -4 | -2 | -4 | 0 | 2 | 3 | -5 | 9 |
| 32 | O=C(CN1CCOCC1)N/N=C/c1ccc(-c2cccc(Cl)c2Cl)o1 | 9 | 4 | 15 | 0 | -13 | 9 | -3 | -20 | -2 | 0 |
| 33 | O=C(Cc1ccc(Br)cc1)Nc1ccc(S(=O)(=O)NCC2CCCO2)cc1 (stereo unspecified) | -5 | 6 | -1 | 1 | 2 | 0 | -4 | -11 | 1 | -3 |
| 34 | CCCCCn1c(C(C)NC(=O)CCC)nc2ccccc21 (stereo unspecified) | -10 | -1 | -6 | 0 | 5 | -1 | 3 | -1 | -5 | -8 |
| 35 | CCC(OC(=O)C(CC(C)C)NC(=O)c1ccccc1)C(=O)Nc1nnc(C)s1 (stereo unspecified) | 2 | 5 | -2 | -3 | 2 | -1 | 1 | -6 | -10 | -2 |
| 36 | Cc1ccc(NC(=O)NCc2c(C)nn(C)c2C)cc1Cl | 0 | -2 | -1 | 0 | 3 | 1 | 5 | 2 | -1 | -2 |
| 37 | CCCCOc1ccc(C(=O)OCC(=O)N2CCCCCC2)cc1 | -23 | -1 | 4 | 1 | 1 | -1 | -3 | -4 | 6 | -5 |
| 38 | NC(=S)Cc1ccccc1Cl | -3 | -1 | -5 | 1 | -1 | -4 | 2 | 7 | 0 | 0 |
| 39 | COC(=O)[C@H](CCSC)NC(=O)N1CCN(c2cccc(C(F)(F)F)c2)CC1 | -1 | -6 | 0 | 3 | -2 | 0 | 1 | 1 | 4 | -5 |
| 40 | O=C(OCCc1ccccn1)c1cccc([N+](=O)[O-])c1 | -3 | 1 | 5 | -1 | -4 | -4 | -2 | -1 | 0 | -1 |
| 41 | Cc1ccc(S(=O)(=O)NCCC(=O)Nc2ccc(C)cc2C(=O)c2ccccc2)cc1 | -1 | -3 | -3 | 8 | -8 | 1 | 2 | -10 | 1 | -9 |
| 42 | Cc1ccc(-c2cc(C(=O)N/N=C/c3c[nH]c4ccccc34)n[nH]2)o1 | 11 | 12 | -5 | -2 | 2 | 0 | 0 | -5 | -3 | -1 |
| 43 | Cc1c(N=C/C=C/c2ccccc2)c(=O)n(-c2ccccc2)n1C | 9 | 5 | 0 | 2 | -2 | 0 | 3 | -1 | -1 | 3 |
| 44 | CSc1c(CC(=O)Nc2ccccc2)n(Cc2ccccc2)c2ccccc12 | -3 | 5 | -11 | 2 | -2 | -4 | -1 | -6 | 4 | -1 |
| 45 | O=[N+]([O-])c1ccc(OS(=O)(=O)Cc2ccccc2)cc1 | -7 | -2 | 1 | 2 | -10 | -1 | -4 | 2 | -2 | 12 |

An excerpt of these results, as labelled records.
#15 CN(C1CCCCC1)S(=O)(=O)c1ccc(S(=O)(=O)N2CCN(CCC#N)CC2)cc1
  mABHD4 FP: 1 | rCAG RNA binder: -2 | NPR1 activator: 5 | UHRF1 MBD2 ctr: 2 | TCR-CD3 inh: -3 | PRMT1 inh: 3 | MBD2 DNA inh: 4 | HTRA1 inhibitor: 7 | GC-B act: 0 | SIAE inh: -6

#14 Cc1cccc(C(=O)OCC(=O)N2c3ccccc3CC2C)c1C (stereo unspecified)
  mABHD4 FP: 1 | rCAG RNA binder: 1 | NPR1 activator: 3 | UHRF1 MBD2 ctr: 3 | TCR-CD3 inh: -1 | PRMT1 inh: 3 | MBD2 DNA inh: 4 | HTRA1 inhibitor: -14 | GC-B act: 3 | SIAE inh: 1

#19 Cc1ccc(CCNC(=O)CN2C(=O)COc3ccc(S(=O)(=O)N4CCC(C)CC4)cc32)cc1
  mABHD4 FP: -17 | rCAG RNA binder: -1 | NPR1 activator: -20 | UHRF1 MBD2 ctr: -1 | TCR-CD3 inh: 4 | PRMT1 inh: -1 | MBD2 DNA inh: -1 | HTRA1 inhibitor: -4 | GC-B act: -6 | SIAE inh: 8

#44 CSc1c(CC(=O)Nc2ccccc2)n(Cc2ccccc2)c2ccccc12
  mABHD4 FP: -3 | rCAG RNA binder: 5 | NPR1 activator: -11 | UHRF1 MBD2 ctr: 2 | TCR-CD3 inh: -2 | PRMT1 inh: -4 | MBD2 DNA inh: -1 | HTRA1 inhibitor: -6 | GC-B act: 4 | SIAE inh: -1

High-throughput results as filed in PubChem.

The list is partial (hit frequency here may not be typical).
